Screening data as filed in PubChem BioAssay.
GASC1 inh: KDM4C (human) demethylase inhibition | Q9H3R0 | GST-KDM4C 2-372, H3K9me3 peptide, LANCE TR-FRET | inhibition, % at 12.5 µM | 96,000 tested, 0.15% active | AID 720574;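 active means mean replicate inhibition above about 25%, with at least 55% of replicates also reaching it, limit read from the data, passing the limit was not always enough; inconclusive means only one of those two conditions met; inactive means neither condition met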
Target sequence (Q9H3R0 2-372 limits assumed): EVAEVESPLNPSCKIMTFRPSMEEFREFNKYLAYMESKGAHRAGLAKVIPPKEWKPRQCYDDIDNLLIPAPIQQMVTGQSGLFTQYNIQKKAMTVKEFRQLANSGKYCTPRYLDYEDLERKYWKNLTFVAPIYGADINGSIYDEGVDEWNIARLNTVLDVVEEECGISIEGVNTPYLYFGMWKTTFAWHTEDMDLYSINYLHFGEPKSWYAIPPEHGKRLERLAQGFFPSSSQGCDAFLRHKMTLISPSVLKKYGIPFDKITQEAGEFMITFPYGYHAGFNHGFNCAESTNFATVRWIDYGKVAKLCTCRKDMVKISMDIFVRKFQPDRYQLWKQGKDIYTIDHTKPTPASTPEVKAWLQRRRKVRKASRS
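material = GST-tagged GASC-1 (JMJD2C) catalytic fragment, aa 2-372 | amount = enzyme final amount 10 nM | medium = HEPES buffer, pH 7.5, plus ascorbate | also added = H3K9me3 peptide substrate, Fe(II), 2-oxoglutarate | dosing = single dose | times = 30 min demethylation and 1 h detection at room temperature | detection = LANCE TR-FRET | read-out basis = Fall in 671/618 emission ratio as inhibition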
T cruzi growth: inhibitors of T. cruzi proliferation | T. cruzi beta-gal in NIH3T3, GalScreen luminescence, 90 h | inhibition, % at 8.34 µM | 77,000 tested, 5.9% active | AID 624255;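 active means mean inhibition above about 93%, with at least 55% of replicates each passing it, limit read from the data, passing the limit was not always enough; inconclusive means only one of those two conditions holds; inactive means neither condition holds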
C diff growth: inhibitors of Clostridium difficile growth | 86,000 tested, 0.25% active | growth activity, negative = inhibition, % at 16 µg/mL (by protocol) | Clostridium difficile clinical isolate growth, OD600, 24 h; stronger effect = lower value | AID 1259249;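 active means mean growth activity at or below -80% and every replicate also at or below -80%; inconclusive means mean at or below -80% but some replicate above -80%; inactive means mean growth activity above -80%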;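 further: 0% = DMSO wells and -100% = levofloxacin 16 µg/mL wells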
Pf Dd2 growth: blocks growth of Plasmodium falciparum Dd2 parasites. P. falciparum Dd2 growth, SYBR Green, 72 h; stronger effect = lower value. activity change, % at 10 µM. 94,000 tested, 2.3% active; in the data active means activity change below about -80%; inconclusive means no clear call, values can overlap the other calls
* = called active by the depositor; ? = inconclusive; · = no result given; & = joins results of further samples.

SMILES | GASC1 inh | T cruzi growth | C diff growth | Pf Dd2 growth
C[C@@H]1CCCCO[C@@H](CN(C)C(=O)Cc2ccccc2)[C@H](C)CN([C@@H](C)CO)C(=O)c2cc(NS(C)(=O)=O)ccc2O1 | 0.2 | -22.0 | 1.4 | -0.8
C[C@@H]1CCCCO[C@H](CN(C)C(=O)C2CCCCC2)[C@H](C)CN([C@@H](C)CO)C(=O)c2cc(NS(=O)(=O)c3ccc(Cl)cc3)ccc2O1 | -0.5 | ? | -22.1 | -40.6
Cc1noc(C)c1NC(=O)Nc1cccc2c1O[C@@H](CN(C)C(=O)Nc1ccccc1)[C@@H](C)CN([C@H](C)CO)C2=O | -0.1 | -9.9 | -8.9 | 28.8
Cc1ccc(CN(C)C[C@@H]2OCc3cn(nn3)CCCC(=O)N([C@@H](C)CO)C[C@H]2C)cc1 | 0.3 | -79.2 | 0.0 | 4.9
COc1ccc(S(=O)(=O)N(C)C[C@H]2Oc3cc(C#CC4CC4)ccc3S(=O)(=O)N([C@H](C)CO)C[C@@H]2C)cc1 | 0.8 | 105.8* | 6.0 | -53.6
C[C@@H]1CN([C@H](C)CO)C(=O)Cc2cc(NC(=O)NC3CCCCC3)ccc2O[C@@H]1CN(C)S(=O)(=O)c1ccc(Cl)cc1 | -0.6 | 46.7 | 11.2 | -14.6
C[C@H]1CN([C@@H](C)CO)C(=O)c2cccc(NS(=O)(=O)c3cn(C)cn3)c2O[C@@H]1CN(C)Cc1ccc(C(F)(F)F)cc1 | -0.4 | 4.1 | -3.9 | -2.5
O=S(=O)(Cc1ccccc1)NCC[C@@H]1CC[C@@H](NS(=O)(=O)c2ccccc2)[C@@H](CO)O1 | -0.2 | -0.5 | 2.2 | 8.5
CO[C@@H](CN(C)S(=O)(=O)c1cccc(Cl)c1)[C@@H](C)CN([C@H](C)CO)S(=O)(=O)c1ccc(Cl)cc1 | -3.4 | 75.7 | · | -21.2
O=C(c1ccc(F)cc1)N1CCCCN2[C@H](CO)[C@@H](c3ccc(/C=C/c4ccccc4)cc3)[C@@H]2C1 | -1.2 | 71.8 | -2.4 | 0.9
CO[C@H]1CN(C)C(=O)c2cc(NS(=O)(=O)c3cn(C)cn3)ccc2OC[C@H](C)NC[C@H]1C | -1.9 | · | -7.1 | 26.7
O=S(=O)(N[C@H]1CC[C@@H](CCn2cc(-c3cccc(F)c3)nn2)O[C@H]1CO)c1ccc(F)cc1 | -2.2 | · | -3.1 | ·
COc1ccc(S(=O)(=O)N2CC[C@@H]3[C@H]2c2cc(C#Cc4cccc(OC)c4)ccc2N[C@@H]3CO)cc1 | 5.6 | 56.4 | -14.0 | 11.0
C[C@@H]1CN([C@H](C)CO)C(=O)c2cccc(NC(=O)C3CC3)c2O[C@@H]1CN(C)Cc1ccc(Oc2ccccc2)cc1 | 1.5 | 58.1 | -1.6 | -16.6
O=C(Nc1ccc(F)cc1)N1C[C@H]2[C@@H](c3ccccc31)[C@@H](CO)N2C(=O)c1ccccc1 | 3.1 | 43.7 | -0.6 | 6.3
O=C(O)[C@@H]1[C@@H](CO)[C@@H]2Cn3c(ccc(/C=C/c4ccccc4)c3=O)[C@@H]2N1C(=O)c1cnccn1 | -1.4 | -0.9 | -4.8 | ·
C[C@@H]1CN([C@@H](C)CO)C(=O)c2cc(C#C[C@@H](C)O)cnc2O[C@H]1CN(C)C(=O)CC1CC1 | 7.0 | 19.3 | -1.5 | ·
C[C@@H]1CN([C@@H](C)CO)C(=O)c2cc(C#CCc3ccccc3)cnc2O[C@H]1CN(C)C(=O)C1CCC1 | 2.3 | 86.0 | -0.4 | -68.8
Cc1noc(C)c1NC(=O)Nc1ccc2c(c1)C(=O)N([C@@H](C)CO)C[C@H](C)[C@H](CN(C)S(=O)(=O)c1ccccc1)O2 | 0.5 | 0.1 | 1.8 | -5.8
O=C(c1ccc(F)cc1)N1CCCCN2[C@H](CO)[C@@H](c3ccc(-c4ccccc4)cc3)[C@@H]2C1 | -1.9 | 87.8 | 40.3 | -6.1
COc1ccc2c3c(n(C)c2c1)[C@@H](CO)N(C(C)=O)CC31CN(C(=O)Nc2ccc(F)cc2)C1 | -0.1 | · | 8.2 | -63.5
COc1ccc2c3c([nH]c2c1)[C@@H](CO)N(Cc1ccc(Cl)cc1)CC31CN(Cc2nccs2)C1 | -0.5 | · | 3.8 | -69.8
CCN1[C@@H]2c3ccc(/C=C/c4ccccc4)c(=O)n3C[C@H]1[C@H](CO)[C@H]2C(=O)N1CCOCC1 | -3.7 | 27.0 | 0.0 | 3.6
CN(C)C(=O)c1ccc(-c2ccc([C@@H]3[C@H]4CN(C(=O)C5CC5)CC(=O)N4[C@H]3CO)cc2)cc1 | -0.5 | · | -2.6 | 15.4
CC(C)CC#Cc1ccc2c(c1)O[C@H](CN(C)C)[C@@H](C)CN([C@@H](C)CO)S2(=O)=O | · | 77.3 | 8.7 | -54.5

5 records drawn at random from those above, as already listed:
SMILES | GASC1 inh | T cruzi growth | C diff growth | Pf Dd2 growth
C[C@@H]1CN([C@H](C)CO)C(=O)c2cccc(NC(=O)C3CC3)c2O[C@@H]1CN(C)Cc1ccc(Oc2ccccc2)cc1 | 1.5 | 58.1 | -1.6 | -16.6
CN(C)C(=O)c1ccc(-c2ccc([C@@H]3[C@H]4CN(C(=O)C5CC5)CC(=O)N4[C@H]3CO)cc2)cc1 | -0.5 | · | -2.6 | 15.4
Cc1ccc(CN(C)C[C@@H]2OCc3cn(nn3)CCCC(=O)N([C@@H](C)CO)C[C@H]2C)cc1 | 0.3 | -79.2 | 0.0 | 4.9
C[C@@H]1CN([C@@H](C)CO)C(=O)c2cc(C#CCc3ccccc3)cnc2O[C@H]1CN(C)C(=O)C1CCC1 | 2.3 | 86.0 | -0.4 | -68.8
O=C(Nc1ccc(F)cc1)N1C[C@H]2[C@@H](c3ccccc31)[C@@H](CO)N2C(=O)c1ccccc1 | 3.1 | 43.7 | -0.6 | 6.3

(continued)
SMILES | GASC1 inh | T cruzi growth | C diff growth | Pf Dd2 growth
O=C(C[C@H]1CC[C@H]2[C@@H](COC[C@H](O)CN2C(=O)c2ccccc2F)O1)NCc1ccc(Cl)cc1 | -0.2 | -4.4 | · | -13.1
COc1ccccc1CNC(=O)C[C@H]1C=C[C@@H](NC(=O)CC2CC2)[C@H](CO)O1 | -0.4 | -40.9 | 3.6 | 9.7
CC(C)NC(=O)Nc1ccc2c(c1)CC(=O)N([C@@H](C)CO)C[C@H](C)[C@H](CN(C)C(=O)NC1CCCCC1)O2 | 0.9 | -10.2 | 9.1 | 11.3
Cc1cc(C(=O)Nc2cccc3c2O[C@@H](CN(C)C)[C@H](C)CN([C@@H](C)CO)C3=O)n(C)n1 | 4.6 | 35.1 | -4.5 | 22.5
O=C(C[C@H]1CC[C@H](NS(=O)(=O)c2ccc(F)cc2)[C@H](CO)O1)NC1CCC1 | 4.3 | -36.6 | -1.3 | -5.2
C[C@@H]1CN([C@H](C)CO)S(=O)(=O)c2ccc(C#CC3CC3)cc2O[C@H]1CN(C)C | 1.5 | -105.6 | 3.8 | 2.0
O=C(C[C@H]1C=C[C@@H](NS(=O)(=O)c2ccc(F)cc2)[C@H](CO)O1)NCc1ccc(Cl)c(Cl)c1 | 2.4 | 20.0 | 4.5 | -1.6
CO[C@H](CN(C)S(=O)(=O)c1ccc(Cl)cc1)[C@H](C)CN([C@H](C)CO)S(=O)(=O)c1cccc(Cl)c1 | -1.9 | 89.0 | · | -2.1
O=C(O)C[C@H]1CC[C@H]2[C@@H](COC[C@@H](O)CN2S(=O)(=O)c2ccc(F)cc2)O1 | -1.8 | · | 0.0&-8.9 | 9.2
C[C@H](NC(=O)C[C@H]1CC[C@H]2[C@@H](COC[C@H](O)CN2Cc2ccc(C(F)(F)F)cc2)O1)c1ccccc1 | 2.0 | 78.2 | 12.3&-4.0 | -3.6
Cc1ccc(S(=O)(=O)NCC[C@H]2CC[C@H](NC(=O)c3cnccn3)[C@H](CO)O2)cc1 | 0.8 | -30.7 | · | -1.6
O=C(Cc1cccnc1)N1CC(=O)N2[C@@H](CO)[C@@H](c3ccc(C#CC4CC4)cc3)[C@@H]2C1 | 2.1 | · | -9.4 | 16.7
C[C@@H]1CN([C@@H](C)CO)C(=O)Cc2cc(NC(=O)c3ccncc3)ccc2O[C@H]1CN(C)C(=O)Nc1ccc(C(F)(F)F)cc1 | 0.2 | 55.3 | 0.1 | -31.9
C[C@H](CO)N1C[C@H](C)[C@H](CN(C)S(C)(=O)=O)Oc2ncc(-c3ccccc3)cc2C1=O | 0.0 | -1.0 | -5.3 | 20.1
C[C@H](CO)N1C[C@H](C)[C@H](CN(C)S(=O)(=O)c2ccc(Cl)cc2)Oc2ccc(NS(=O)(=O)c3cn(C)cn3)cc2CC1=O | 0.1 | 13.6 | -2.6 | -4.9
COc1cccc(-c2ccc([C@@H]3[C@@H](CO)N4C(=O)CN(C(=O)C5CCC5)C[C@@H]34)cc2)c1 | -0.9 | · | -2.6 | -34.8
O=C(c1ccccc1)N1C[C@H]2[C@@H](c3ccccc31)[C@@H](CO)N2C(=O)CN1CCOCC1 | -0.3 | -28.3 | -3.0 | 12.5
O=C(C[C@@H]1CC[C@H]2[C@@H](COC[C@H](O)CN2Cc2nccs2)O1)N1CCC(Cc2ccccc2)CC1 | -0.4 | 40.1 | 48.5&-11.1 | ·
Cc1ccc(S(=O)(=O)Nc2ccc3c(c2)CC(=O)N([C@H](C)CO)C[C@H](C)[C@@H](CN(C)Cc2ccncc2)O3)cc1 | -1.6 | -2.0 | 3.9 | -48.1
C[C@@H]1CN([C@H](C)CO)C(=O)c2cccc(NS(=O)(=O)c3ccccc3)c2O[C@@H]1CN(C)C | 2.2 | -7.2 | 1.0 | -3.1
CCC(=O)N1C[C@H]2[C@@H](c3ccccc31)[C@H](CO)N2C(=O)Nc1ccccc1F | 1.8 | -4.8 | -7.5 | 6.0
Cc1noc(C)c1S(=O)(=O)Nc1ccc2c(c1)C(=O)N([C@@H](C)CO)C[C@@H](C)[C@@H](CN(C)C(=O)Nc1ccc(F)cc1)O2 | -1.4 | 37.8 | · | 9.7
O=C(Nc1ccc2c(c1)OCO2)N[C@@H]1CC[C@@H](CCNC(=O)C2CC2)O[C@@H]1CO | 6.2 | 54.8 | · | 10.6
C[C@@H]1CCCCO[C@@H](CN(C)Cc2ccncc2)[C@@H](C)CN([C@@H](C)CO)C(=O)c2cc(NC(=O)Nc3ccc(C(F)(F)F)cc3)ccc2O1 | -0.2 | 84.2 | 18.1 | -20.3
CN1C(=O)c2cc(NC(=O)c3ccno3)ccc2OC[C@H]2O[C@@H](CC(=O)NCC3CC3)CC[C@@H]21 | -2.2 | 11.5 | -2.7 | 10.2
SMILES | GASC1 inh | T cruzi growth | C diff growth | Pf Dd2 growth
CCNC(=O)C[C@@H]1CC[C@H]2[C@H](COc3ccc(NC(=O)c4cscn4)cc3C(=O)N2C)O1 | 1.4 | -13.2 | -4.4 | -23.8
C[C@@H]1CN([C@H](C)CO)S(=O)(=O)c2ccc(C3=CCCCC3)cc2O[C@@H]1CN(C)C | -1.9 | -17.3 | · | 23.3
COc1ccc(NC(=O)Nc2cccc3c2O[C@@H](CN(C)S(=O)(=O)c2ccc(F)cc2)[C@@H](C)CN([C@H](C)CO)C3=O)cc1 | · | 21.6 | -10.3 | 16.4
COc1ccccc1S(=O)(=O)N(C)C[C@@H]1OCc2cnnn2CCCC(=O)N([C@@H](C)CO)C[C@@H]1C | · | 8.6 | 3.7 | -0.6
C[C@H]1CN([C@@H](C)CO)C(=O)c2cc(-c3cccnc3)cnc2O[C@H]1CN(C)C(=O)c1cccc(F)c1 | -1.0 | 4.5 | 1.8 | 18.6
CC(C)NC(=O)N1C[C@@H]2[C@H](c3ccccc31)[C@H](CO)N2C(=O)NC(C)C | -1.9 | 10.7 | -3.1 | -11.4
CCC(=O)N1CC2(C1)CN(Cc1ccc(OC)cc1)[C@H](CO)c1[nH]c3cc(OC)ccc3c12 | -0.6 | · | -0.6 | -64.4
C[C@H]1CN([C@@H](C)CO)C(=O)Cc2cc(NC(=O)C3CCCCC3)ccc2O[C@H]1CN(C)CC1CCCCC1 | -1.4 | 4.5 | -7.8 | -20.8
O=C(C[C@@H]1C=C[C@H](NC(=O)CN2CCOCC2)[C@H](CO)O1)NCCc1ccncc1 | 1.4 | · | 0.0 | 30.7
C[C@@H]1CN([C@@H](C)CO)C(=O)Cc2cc(NS(=O)(=O)c3cn(C)cn3)ccc2O[C@H]1CN(C)Cc1ccc(Cl)c(Cl)c1 | 2.0 | -14.8 | -11.0 | -38.6
C[C@H](CO)N1C[C@H](C)[C@H](CN(C)CC2CC2)Oc2ccc(NC(=O)Nc3ccc(C(F)(F)F)cc3)cc2CC1=O | -0.5 | 28.8 | 6.4 | -76.1
COc1ccc(CN(C)C[C@@H]2OCc3cn(nn3)CCCC(=O)N([C@@H](C)CO)C[C@@H]2C)cc1 | 1.5 | -6.2 | · | -0.5
